Growth percent in the NCI-60 one-dose screen (48 h, 10 µM unless noted): 100 = growth as untreated, 0 = no growth, -100 = all killed.
NCI-H23 – NCI-H23 lung cancer. hit rate 4% among 80,000
NCI-H226 – NCI-H226 lung cancer. hit rate 3.5% among 79,000
SK-OV-3 – SK-OV-3 ovarian cancer cells; hit rate 3.2% among 80,000
IGROV1 – IGROV1 ovarian cancer. hit rate 4.7% among 79,000
NCI-H322M – NCI-H322M lung cancer | AID 1794733 | hit rate 2.7% among 80,000
OVCAR-4 – OVCAR-4 ovarian cancer cells; hit rate 3.7% among 80,000; AID 1794784
NCI-H522 – NCI-H522 lung cancer. hit rate 8% among 78,000
NCI/ADR-RES – NCI/ADR-RES ovarian cells; hit rate 4.4% among 81,000; AID 1794790
NCI-H460 – NCI-H460 lung cancer | hit rate 6.8% among 82,000
Numbers without * were called inactive; . = no result given; & = joins results of further samples; ! = a repeat was not active. Rule for the calls: active = growth percent below 10; inactive = the rest.

entry	structure	NCI-H23	NCI-H226	SK-OV-3	IGROV1	NCI-H322M	OVCAR-4	NCI-H522	NCI/ADR-RES	NCI-H460
1	CSc1ncc(C)c(Nc2ccc(Cl)cc2)n1	100	104	126	86	106	100	80	98	103
2	c1ccc2c(C3OCC4(CCCCC4)CO3)cccc2c1	96	96	103	104	105	97	98	106	98
3	COc1c(C(=O)/C=C/c2ccc(C)o2)c(O)cc2occc12	79	75	89	69	97	81	42	52	70
4	Fc1ccc(Nc2nc(NCCNc3ccnc4cc(Cl)ccc34)nc(N3CCOCC3)n2)cc1	93	95	92	75	74	61	48	78	35
5	CNC(=O)c1cc(Oc2cccc3nc(NC(=O)Nc4cc(C(F)(F)F)cc(C(F)(F)F)c4)ccc23)ccn1	51	43	.	51	26	-38*	24	50	35
6	CC(=O)c1cc2c(cc1C)C(C)(C)C(C)(C)C2(C)C	100	98	103	114	118	106	89	101	108
7	CN1CCN(Cc2ccc(/C=N/Nc3ccnc4cc(Cl)ccc34)cc2)CC1	89	88	107	69	88	83	101	87	83
8	COc1cc2cc(CNc3ccc(Nc4nccc(-c5ccc6ccccc6c5)n4)cc3)c(=O)[nH]c2cc1OC	95	90	110	76	84	99	68	95	95
9	Oc1c(CN2CCCCC2)ccc2cccnc12	80&79	34&64	51&55	55&46	32&36	29	-3.9*!	4.3*	11&21
10	O=[N+]([O-])c1cccc(C2NC(N3CCCCC3)=C(N3CCCCC3)c3c2sc2c(F)cccc32)c1 (stereo unspecified)	95	79	102	74	100	87	83	99	94
11	CC1CCCCC1(C)O (stereo unspecified)	99	98	108	116	132	105	103	103	103
12	N=C(N)SCc1cccc2c(CSC(=N)N)cccc12	99	88	113	99	91	116	104	105	103
13	OCn1nnc2ccccc21	104	103	113	108	98	111	101	106	109
14	COc1cc(-c2nn(-c3ccccc3)cc2-c2ccnc(NCCNS(=O)(=O)c3ccc(Cl)cc3)n2)ccc1Cl	47	31	23	38	69	38	42	32	19
15	O=S(=O)(O)c1cc(O)c2c(O)c(N=Nc3cc(Cl)ccc3O)c(S(=O)(=O)O)cc2c1	102	93	100	104	96	98	109	105	92
16	Nc1nccc(-c2c(-c3ccc(F)cc3)ncn2C2CCCCC2)n1	91	92	44	29	76	.	40	81	61
17	O=C(Cn1cc(CN2CCN(c3ccnc4cc(Cl)ccc34)CC2)nn1)Nc1ccc([N+](=O)[O-])cc1	92	79	114	79	84	94	92	94	102
18	O=C(CSc1ccc(-c2ccccc2)nn1)Nc1nc2ccccc2[nH]1	93	67	112	90	83	68	93	68	92
19	CC1(C2CCC3(C)OC3C2)CO1 (stereo unspecified)	98	98	103	107	107	89	95	105	103
20	CC1(C)C2CC=C(C3OC45CCCCC4C(C#N)(C(=N)O5)C3(C#N)C#N)C1C2 (stereo unspecified)	97	104	111	101	102	102	72	105	98
21	OCCN1CCN(CCCN2c3ccccc3Sc3ccc(C(F)(F)F)cc32)CC1	66	83	74	25	65	63	19	47	6.8*
22	COCC(Cl)/C(N)=N\S(=O)(=O)c1ccc(Cl)cc1 (stereo unspecified)	102	96	119	118	97	100	98	101	115
23	O=P(O)(c1ccccc1)c1ccccc1I	96	90	87	96	94	102	81	99	97
24	COc1ccc(-c2nc(N=Nc3c(O)[nH]c4ccc(C)cc34)[nH]c(=O)c2C#N)cc1OC	112	.	.	105	102	99	87	110	108

Record cards, from the list above:
O=P(O)(c1ccccc1)c1ccccc1I reads NCI-H23: 96; NCI-H226: 90; SK-OV-3: 87; IGROV1: 96; NCI-H322M: 94; OVCAR-4: 102; NCI-H522: 81; NCI/ADR-RES: 99; NCI-H460: 97
OCn1nnc2ccccc21 reads NCI-H23: 104; NCI-H226: 103; SK-OV-3: 113; IGROV1: 108; NCI-H322M: 98; OVCAR-4: 111; NCI-H522: 101; NCI/ADR-RES: 106; NCI-H460: 109

Part of the list above in order of count of non-hydrogen atoms, smallest number first:
entry	structure	NCI-H23	NCI-H226	SK-OV-3	IGROV1	NCI-H322M	OVCAR-4	NCI-H522	NCI/ADR-RES	NCI-H460
22	COCC(Cl)/C(N)=N\S(=O)(=O)c1ccc(Cl)cc1 (stereo unspecified)	102	96	119	118	97	100	98	101	115
16	Nc1nccc(-c2c(-c3ccc(F)cc3)ncn2C2CCCCC2)n1	91	92	44	29	76	.	40	81	61
21	OCCN1CCN(CCCN2c3ccccc3Sc3ccc(C(F)(F)F)cc32)CC1	66	83	74	25	65	63	19	47	6.8*

Going on with the list.
entry	structure	NCI-H23	NCI-H226	SK-OV-3	IGROV1	NCI-H322M	OVCAR-4	NCI-H522	NCI/ADR-RES	NCI-H460
25	C=C(C)[C@@H]1CC[C@]2(COC(C)=O)CC[C@]3(C)[C@H](CC[C@@H]4[C@@]5(C)CC[C@H](OC(=O)c6cccc(OC(C)=O)c6OC(C)=O)C(C)(C)[C@@H]5CC[C@]43C)[C@@H]12	100	.	114	115	99	112	74	94	103
26	O=C(/C=C/c1ccccc1)c1ccccc1	85	126	92	85	115	95	85	118	93
27	COc1ccc2cc([C@@H]3C[C@H](Cl)CCO3)ccc2c1	95	90	103	115	117	92	85	102	103
28	NC(=NC1CCCCC1)NC1CCCCC1	98	98	106	99	122	.	94	103	112
29	COCCN(CC(=O)N(CC(=O)N(CC(=O)O)Cc1ccccc1)CC(C)C)C(=O)CN(CC(=O)O)C(=O)CN	98	111	94	100	89	103	97	103	105
30	CC1(C)N=c2cc3c(cc2N1c1ccc(Cl)cc1)=Nc1ccccc1N3c1ccc(Cl)cc1	9.7*	53	59	.	75	39	-22*	20	47
31	COc1cccc(-c2nc3occn3c2-c2ccnc(NCCNS(=O)(=O)c3ccc(Cl)cc3)n2)c1	101	80	100	66	109	80	83	102	96
32	O=C1C2C3C=CC(O3)C2C(=O)N1N=C1CCCCC1 (stereo unspecified)	107	114	114	77	126	108	87	119	103
33	O=S(=O)(O)c1cc(I)c(O)c2ncccc12	102	107	99	103	86	108	81	104	117
34	COc1ccc(C=Nc2n[nH]c(Nc3ccccc3)c2C#N)cc1	103	111	106	96	92	113	95	105	114
35	Cc1c(O)nc(N)[nH]c1=O	94	106	112	118	104	118	100	102	104
36	Cc1cc(N/N=C/c2ccccn2)nc2ccccc12	14	-1.9*	32	2.5*	7.2*	16	-26*	7.9*	3.0*
37	CC(C)=NOC(=O)Nc1ccccc1	95	100	91	105	102	107	103	103	114
38	CCOC(=O)c1ccccc1Cc1ccc(OC)cc1	102	96	104	96	94	109	100	102	110
39	O=C1c2ccccc2C(=O)N1OCc1ccccc1	111	91	99	94	93	105	97	116	113
40	O/N=C(\CSc1nnc(-c2ccccc2)o1)c1ccccc1	94	93	91	.	113	107	80	90	100
41	COc1cc(-c2nnc(-c3c(-c4ccc(C)cc4)nc4ccccn34)o2)cc(OC)c1OC	81	82	111	97	84	97	61	65	89
42	COc1cc2cc(OC(C)=O)c3cc4c(cc3c2c(OC)c1OC)OCO4	92	95	103	107	95	111	98	96	103
43	C=CCC(OC(C)=O)c1ccc(C(C)C)cc1 (stereo unspecified)	108	106	115	123	120	113	87	107	106
44	CCCCC1=C(P(=O)(O)O)N[C@H](C(=O)O)CS1	97	95	81	94	74	91	83	108	107
45	CN1C(=O)C2=C(NCCN(C(=O)Cc3ccc4ccccc4c3)C2c2ccc(Cl)c(Cl)c2)C1(C)C (stereo unspecified)	99	90	108	89	100	93	87	96	99
46	CCOC(=O)c1cc2oc(/C=C/c3cc(=O)c4cc(Cl)ccc4o3)cc2[nH]1	99	77	99	.	108	90	.	94	89
47	CCCCCCCCCCCCCCCCN(C(C)c1ccccc1)S(=O)(=O)c1ccc(OC)c(N)c1 (stereo unspecified)	94	108	112	129	128	92	91	99	107
48	CC1=NN(c2ccccc2)C(=O)C1N=Nc1c(O)cc(S(=O)(=O)O)c2ccccc12 (stereo unspecified)	89	70	84	85	459	113	88	93	99
49	CC(=O)Cc1nc2ccccc2[nH]1	104	106	113	118	117	108	87	104	110
50	Cc1ccc(S(=O)(=O)N(c2ccc(Cl)cc2)c2ccccc2C(=O)O)cc1	.	95	116	105	108	94	97	109	107
51	COC(=O)CCC(=O)NC1C2CC3CC(C2)CC1C3 (stereo unspecified)	99	94	96	104	106	109	96	108	105
52	Cc1ccc(S(=O)(=O)NCCCc2ccccc2)cc1	98	108	103	106	97	124	96	102	113
53	CCCC1OCC(CC)([N+](=O)[O-])CO1 (stereo unspecified)	108	100	112	111	106	108	90	108	102
54	Nc1c(C(=O)Nc2ccncc2)sc2nc3c(cc12)CCCCC3	62	72	76	99	100	56	74	76	82
55	Cc1ccc(S(=O)(=O)N(CCCc2c(C)nc[nH]c2=O)c2ccccc2)cc1	104&101	108	116&126	112&116	123	108&110	101&101	102&99	105&103
56	COc1ccc(-c2c(NC(=O)Nc3cccc(C(F)(F)F)c3)cnn2-c2ccc(S(N)(=O)=O)cc2)cc1	98	98	111	94	90	77	83	102	100
57	O[C@H]1CO[C@H]2[C@@H]1OC[C@@H]2Oc1ccc(Nc2nc(Nc3ccc(F)c(Cl)c3)ncc2F)cc1Cl	101	97	110	102	101	97	98	98	106
58	O=S(=O)(NCCCNc1nccc(-c2cn(-c3ccccc3)nc2-c2ccc(Cl)c(O)c2)n1)c1ccc(Cl)cc1	89	78	91	81	.	78	58	70	41
59	COC(=O)CCCCCCCCCCCCO	114	99	123	109	98	120	.	113	109
60	CCCCCCCCC(=O)Nc1ccccc1O	98	99	107	112	99	100	75	101	112
61	Cc1cc(=O)oc2c1ccc1ccccc12	103	97	76	100	93	115	80	110	116
62	CCCCNC(=O)Nc1ccc(S(=O)(=O)c2ccccc2)cc1	95	99	102	104	94	115	.	104	106
63	CC(=O)NC1CCC(NC(=O)C2CCC3NOC(C4CCCCC4)C3C2)CC1 (stereo unspecified)	97	101	107	111	104	114	94	105	108
64	O=C(NNc1nc2cc(F)c(F)cc2n2cccc12)c1cnccn1	35	45	31	20	35	20	13	2.7*	8.0*
65	Nc1nc(Cl)c2c(n1)Nc1ccccc1N=C2	89	97	104	94	108	104	113	103	113
66	O=c1oc2ccccc2n2cc3ccccc3c12	95	95	94	98	84	98	70	97	99
67	CCOC(=O)/C(=C\c1cccc(OC)c1)C(C)=O	100	104	112	97	119	120	82	99	111
68	O=C(CCC1CCCCC1)OCCCl	97	96	108	112	104	109	108	107	103
69	O=C(Nc1ccn(C2OC(CO)C(O)C2O)c(=O)n1)c1ccccc1 (stereo unspecified)	103	107	102	109	128	106	104	105	106
70	COc1cccc2c1OC(c1ccc3noc(-c4ccccc4)c3c1)N1N=C(c3ccc(C)cc3)CC21 (stereo unspecified)	95	94	91	97	99	114	98	101	108
71	Clc1nnc2c3ccccc3ccn12	113	78	95	113	119	111	103	112	105

Limited to OVCAR-4, NCI-H460 and SK-OV-3, for 4 of the compounds above:
entry	SMILES	OVCAR-4	NCI-H460	SK-OV-3
71	Clc1nnc2c3ccccc3ccn12	111	105	95
67	CCOC(=O)/C(=C\c1cccc(OC)c1)C(C)=O	120	111	112
62	CCCCNC(=O)Nc1ccc(S(=O)(=O)c2ccccc2)cc1	115	106	102
66	O=c1oc2ccccc2n2cc3ccccc3c12	98	99	94

Source: PubChem BioAssay
